Screening data deposited in PubChem BioAssay by National Center for Advancing Translational Sciences (NCATS).
ATXN2 expr inh: reduces ATXN2 reporter expression in HEK-293 cells; HEK-293 ATXN2-luciferase reporter, luminescence, 24 h; Potency, µM (series often up to 57 µM), inactives show at the top dose activity change, negative = inhibition, actives largely listed as inhibitors; actives 0.72% (n = 360,000); further: potency means the concentration at half of the fitted maximal effect; on the % scale 0 is the no-effect control and ±100 the full control effect; nearly all actives have a fitted effect of over 55% in size
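ATXN2-luciferase reporter cells (luciferase flanked by upstream and downstream ATXN2 gene portions) were treated 24 h at 37 °C with compounds at up to 57 uM. SteadyGlo luminescence gave expression; GF-AFC fluorescence gave viability.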
IL-1B inflam inh: inflammasome signaling inhibition, IL-1 beta readout | actives 4.7% (n = 360,000) | activity change, % at 57.5 µM | THP-1 LPS/ATP IL-1B secretion, AlphaLISA, 16 h; stronger effect = lower value; in the data active means activity change below about -50%; inconclusive means mostly about -30% to -49%; further: on the % scale 0 is the no-effect control and ±100 the full control effect
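Secreted IL-1B measured by AlphaLISA bead assay after 16 h compound exposure of THP-1 cells; compounds (final up to 57.5 uM) added 1 h before LPS (250 ng/mL) and ATP (1.25 mM) stimulation; lower signal means less secretion.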
HT1080 IDH1KD tx: toxicity to HT-1080 IDH1 knockdown cells (counter line); HT-1080 IDH1 knockdown viability, ATP luminescence, 48 h; Potency, µM (titrated, usually from 46.1 µM), without a hit: at the highest dose activity, negative = toxicity, actives largely listed as cytotoxic; actives 2% (n = 360,000); AID 686971;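 further: potency means the concentration at half of the fitted maximal effect; 0% = DMSO wells and -100% = cell-free medium wells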
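CellTiter-Glo luminescence after 48 h compound exposure at 37 degrees C of IDH1-knockdown HT-1080 cells in 5% FBS RPMI. %Activity scaled between DMSO wells and cell-free media wells, with curves fitted and assigned curve classes.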
KB-3-1 tox: kills parental KB-3-1 adenocarcinoma cells; KB-3-1 viability, CellTiter-Glo ATP luminescence, 72 h; Potency, µM (top dose mostly 46.1 µM), for inactives: at the highest dose activity change, negative = cytotoxic, usual class: cytotoxic; actives 1.4% (n = 400,000); further: potency means the concentration at half of the fitted maximal effect; on the % scale 0 is the no-effect control and ±100 the full control effect; nearly all actives have a fitted effect of over 60% in size
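Cells are dispensed, compounds pinned in, plates held at 37 °C for 72 h, then CellTiter-Glo is added and luminescence read after 10 minutes. Cell line: parental KB-3-1 in phenol-red-free DMEM, 10% FBS.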
SW480 rerep: DNA re-replication induction in SW480 cells | SW480 DNA re-replication, Hoechst DNA content imaging, 48 h | Potency, µM (titrated, usually from 46.1 µM), without a hit: at the top dose re-replication activation, usual class: activators | actives 1.8% (n = 340,000) | AID 624297; further: potency means the concentration at half of the fitted maximal effect; % of control where 0% means no effect; nearly all actives have a fitted effect of over 55% in size
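250 cells/well; 23 nL cpd via pin tool; 48 hr, 37 C, 5% CO2; Hoechst 40 min; imager read of total nuclear intensity, ex 405/em 500-530 nm.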
HT1080-NT tox: kills 2HG-producing HT-1080-NT fibrosarcoma cells | Potency, µM (titrated, usually from 46.1 µM), inactives show at the top dose activity, negative = less viability, usual class: cytotoxic | HT-1080-NT fibrosarcoma viability, CellTiter-Glo ATP luminescence, 48 h | actives 1.6% (n = 360,000);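 further: NT is the 2HG producing partner of a matched IDH1 knockdown line; potency means the concentration at half of the fitted maximal effect; 0% = DMSO-treated cells and -100% = media-only wells without cells; nearly all actives have a fitted effect of over 55% in size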
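Fibrosarcoma NT cells, 750 per well in 5% FBS RPMI, were exposed to compound for 48 hours. Viability: CellTiter-Glo luminescence.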
HepG2 tox: kills HepG2 cells in TGF-b inhibitor counter-screen. HepG2 CAGA-GFP viability, ATP luminescence, 18 h. Potency, µM (doses to about 46.1 µM), for inactives: top-dose activity change, negative = cytotoxicity, hits mostly cytotoxic. actives 0.76% (n = 410,000). AID 588856; further: potency means the concentration at half of the fitted maximal effect; some results filed as inactive show a strong effect at the top dose
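HepG2 CAGA-GFP cells (1000/well, DMEM with 1% FBS) received compound, then TGF-beta at 500 pg/mL final, and were incubated 18 hours at 37 degrees C. Viability was read by CellTiter-Glo luminescence. Media-only wells were set as complete cell-killing and DMSO as no toxicity.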
S2 tox: cell viability loss in ATXN counter-screen; Potency, µM (doses to about 56.7 µM), hits mostly cytotoxic; S2 cells (HEK-293 line with an ATXN2-luciferase reporter) viability, CellTiter-Fluor protease fluorescence, 24 h; actives 0.49% (n = 400,000); further: potency means the concentration at half of the fitted maximal effect; nearly all actives have a fitted effect of over 40% in size
MCF10A rereplic: inducers of DNA re-replication in MCF 10A breast cells | Potency, µM (top dose mostly 46.1 µM), inactives show at the top dose activity, positive = re-replication, most hits filed as activators | actives 2.9% (n = 350,000) | MCF 10A DNA re-replication, Hoechst nuclear intensity, 48 h; further: potency means the concentration at half of the fitted maximal effect; % of control where 0% means no effect; nearly all actives have a fitted effect of over 50% in size
Active calls of the source: *; i = inactive; ? = inconclusive; . = no result given; & = joins results of further samples; [ ] = remark or other dose. Unless noted, the call rests on the fitted dose curve; in most records, active means well fitted curve in the direction sought with a large enough effect; inconclusive means small, poorly fitted or top-dose-only effect, or another doubt; inactive means no such curve, though single readings can be large; an effect the other way counts as inactive or inconclusive.

SMILES	ATXN2 expr inh	IL-1B inflam inh	HT1080 IDH1KD tx	KB-3-1 tox	SW480 rerep	HT1080-NT tox	HepG2 tox	S2 tox	MCF10A rereplic
COc1cccc(/C=N/Nc2ccc(S(=O)(=O)Nc3ccccc3C(=O)O)cc2[N+](=O)[O-])c1O	-7%	-6	9%	-1%	-6%	0%	-22%	?	?
COCCN(C)C(=O)CCc1nnc(Cc2ccc(-c3ccccc3)cc2)o1	.	-3	1%	-10%	?	2%	4%	i	-1%
Cc1cc(C)c2c3c(sc2n1)C(=O)N(c1ccccc1)CC(=O)N3	1%	3	19%	?	-3%	14%	11%	i	-1%
CN1C(=S)NC(C)(C)CC1(C)c1ccc(O)cc1O (stereo unspecified)	-2%	8	1%	1%	-152%[inhibitor]	6%	6%	?	4%
O=C(CSc1ccc(F)cc1)Nc1ccc(N2CCOCC2)c(Cl)c1	32%	0	2%	-1%	3%	-4%	0%	i	0%
CCCc1cc(=O)[nH]c(SCC(=O)Nc2nc3ccc(OCC)cc3s2)n1	.	24	-1%	-6%	-27%	-1%	-39%	i	20%
CCc1ccc(NC(=O)c2ccc3c(O)c(S(=O)(=O)c4ccccc4)c(=O)[nH]c3c2)cc1	8%	.	.	2%	.	.	-18%	i	.
O=C(Cn1cnc2c(cnn2-c2ccc(F)cc2)c1=O)NCC1CCCO1 (stereo unspecified)	-6%	14	13%	-9%	1%	9%	3%	i	-4%
O=C(Cc1cccc2ccccc12)NCCc1ccccc1	6%	21	-1%	11%	-5%	-3%	2%	i	?
O=C(CCCc1ccccc1)N1CCc2ccccc21	49%[activator]	-1	0%	9%	-4%	0%	1%	i	7%
CC(C)(C)c1ccc(OCC(=O)Nc2ccc(S(=O)(=O)Nc3ncccn3)cc2)cc1	13%	.	.	9%	.	.	-21%	i	.
CCn1nnc(NC(=O)C(C)Oc2ccc(Cl)cc2Cl)n1 (stereo unspecified)	5%	-6	-4%	0%	-10%	-16%	-9%	i	1%
C=CCOc1cccc(CNc2cccc(C(=O)O)c2)c1	.	-3	0%	8%	-13%	7%	-2%	i	-2%
COC(=O)c1c(NC(=O)c2cnccn2)sc2c1CCC2	0%	5	-8%	-1%	0%	-4%	-31%	i	2%
COc1ccc(C(=O)Nc2ccc(NC(=O)c3ccco3)cc2)cc1	?	-6	?	-20%	9.2µM*	?	-19%	?	-14%
COc1ccc(NC(=O)CSc2nc3nc(C)cc(C)c3c(=O)[nH]2)cc1OC	9%	21	-11%	.	-7%	-16%	-3%	i	-4%
O=C1CCC(=O)N1c1ccc(-c2nc3ccccc3s2)cc1	?	25	14%	-14%	-3%	-5%	-7%	i	3%
Cn1c(Cc2ccccc2)nnc1SCc1cc(=O)n2ccsc2n1	-5%	18	14%	18%	-14%	17%	-22%	i	-5%
COc1ccc(C(=O)N2CCc3cc(OC)c(OC)cc3C2COc2ccc3c(C)cc(=O)oc3c2)c(OC)c1 (stereo unspecified)	12%	.	.	?	.	.	-12%	i	.
O=C(O)c1nc(NCc2ccccc2)ncc1Cl	7%	12	0%	2%	-9%	3%	-9%	i	-1%
CN(C(=O)CC(=O)Nc1ccc2nc3n(c(=O)c2c1)CCCCC3)c1ccccc1F	1%	.	.	1%	.	.	-2%	i	.
c1ccc2cc3c(NCCN4CCOCC4)ccnc3cc2c1	.	-83*	?	?	10µM*	?	3.5µM*	.	4.6µM*
C=CCNC(=O)N[C@@H](CCSC)C(=O)OC	2%	7	0%	6%	4%	10%	1%	i	-5%
COc1ccc(CNc2ccccn2)c(O)c1	5%	-15	5%	0%	-8%	8%	14%	i	-1%
COC(=O)c1ccccc1S(=O)(=O)N1CCC(C(=O)Nc2ccc(N3CCOCC3)cc2)CC1	2%	?	0%	14%	-1%	-1%	-33%	i	10%
C=CCNC(=O)c1ccc(Sc2ccc(C)cc2)c([N+](=O)[O-])c1	-11%	32	-27%	?	4%	-22%	-8%	i	?
CCc1nc2ccccc2n2c(-c3ccc(C)cc3)c3c(=O)n(C)c(=O)n(C)c3c12	2%	.	.	3%	.	.	3%	i	.
O=C(NC1CCCCC1)c1ccc(CSc2nc3cccnc3n2Cc2ccccc2F)cc1	?	.	.	-1%	.	.	-26%	?	.
Cc1ccccc1CCNC(=O)c1cc(C2CC2)nc2c1cnn2C(C)C	-6%	-24	0%	-4%	-7%	-11%	-4%	i	?
COc1ccccc1CNC(=O)COc1ccccc1C(=O)c1cnn(-c2ccccc2)c1	3%	-7	-1%	-11%	-43%[inhibitor]	-5%[9.24 µM]	-15%	i	?
CC(C)[C@H](NC(=O)N1CCn2c1nc1ccccc12)C(=O)NC1CCCCC1	-2%	7	-8%	2%	0%	-4%	-7%	i	3%
COc1cccc(C2=Cc3ccc(F)cc3C(CC(C)=O)N2c2ccc(-c3cc(OC)c(OC)c(OC)c3)cc2)c1 (stereo unspecified)	1%	-3	3%	-6%	.	15%	.	i	.
CC(=O)Nc1ccc(C2(c3ccc(NC(C)=O)cc3)C(=O)Nc3ccccc32)cc1	25%	30	6%	-2%	-3%	-3%	2%	i	-3%
COc1ccc(C(C)(NC(C)=O)c2nc(-c3cccc(F)c3)cs2)cc1 (stereo unspecified)	0%	-17	2%	0%	.	9%	-7%	i	.
COc1ccc(NC(=O)CO/N=C2\CCCc3nonc32)cc1	-20%	6	15%	6%	0%	11%	-1%	i	2%
CCOC(=O)c1ccc(NC(=O)CN(C)S(=O)(=O)c2ccc(Br)s2)cc1	-18%	-72*	-17%	15%	-1%&4%	-6%	-9%	i	?
CCN1CCN(c2nc(Nc3cccc(F)c3)nc(N)c2[N+](=O)[O-])CC1	1%	-5	-4%	0%	1%	-1%	-3%	i	0%
Cc1cc(NC(=O)CSc2c(C)[nH]c3ccccc23)no1	32%	13	-6%	-11%	-3%	-4%	-13%	i	15%
COC(=O)c1ccccc1OC(=O)c1ccc(Br)o1	-11%	0	18%	-17%	-4%	16%	3%	i	-3%
Cc1c(C(=O)NCCc2ccc(Cl)cc2)sc2nc3n(c(=O)c12)CCC3	6%	-7	-2%	-1%	-10%	-2%	-1%	i	13%
O=C(c1cc(-c2ccccc2Cl)nc2ccccc12)N1CCN(c2ccccn2)CC1	11%	-1	7%	1%	.	15%	0%	i	.
CCOC(=O)CSc1nc2c(c(=O)n1-c1ccc(OCC)cc1)SCC2	0%	15	-3%	-1%	-1%	6%	3%	i	2%
CC(C)(C)CN1CCNC(=O)C1CC(=O)NCCc1cnn(-c2ccccc2)c1 (stereo unspecified)	12%	11	1%	21%	0%	-1%	4%	i	-6%
CCN1C(=O)/C(=C\N(C)C)S/C1=N\S(=O)(=O)c1ccccc1	-26%	38	-11%	-6%	-8%	0%	2%	i	-12%
O=C(c1cc2cc(Br)ccc2o1)N1CCN(c2ccccc2)CC1	54%[activator]	3	1%	.	-3%	3%	-1%	i	2%

3 entries from above, set out differently.
Molecule | ATXN2 expr inh | IL-1B inflam inh | HT1080 IDH1KD tx | KB-3-1 tox | SW480 rerep | HT1080-NT tox | HepG2 tox | S2 tox | MCF10A rereplic
CC(=O)Nc1ccc(C2(c3ccc(NC(C)=O)cc3)C(=O)Nc3ccccc32)cc1 | 25% | 30 | 6% | -2% | -3% | -3% | 2% | i | -3%
COc1ccc(C(C)(NC(C)=O)c2nc(-c3cccc(F)c3)cs2)cc1 (stereo unspecified) | 0% | -17 | 2% | 0% | . | 9% | -7% | i | .
COc1ccc(NC(=O)CO/N=C2\CCCc3nonc32)cc1 | -20% | 6 | 15% | 6% | 0% | 11% | -1% | i | 2%

(continued)
SMILES	ATXN2 expr inh	IL-1B inflam inh	HT1080 IDH1KD tx	KB-3-1 tox	SW480 rerep	HT1080-NT tox	HepG2 tox	S2 tox	MCF10A rereplic
CCOc1ccc(S(=O)(=O)N2CCCCC2)cc1NC(=O)C1CCC1	5%	3	-3%	1%	-3%	7%	-10%	i	-1%
O=C(Cn1nc(Cc2cccnc2)c2ccccc2c1=O)Nc1cccnc1Cl	-16%[11.3 µM]	-8	5%	14%	-10%	5%	13%	i	-2%
COc1cc(/C=C2\C(=N)N3N=C(C)SC3=NC2=O)cc(Cl)c1OCCOc1ccc(NC(C)=O)cc1	10%	12	17%	13%	2%	14%	7%	i	-4%
CCc1cc2ccc(C)cc2nc1SCC(=O)c1ccc(NC(C)=O)cc1	2%	-61*	-2%	-10%	-4%	?	-26%	i	0%
CC(=O)Nc1ccc(C(=O)NNS(=O)(=O)c2ccc(C)cc2)cc1	1%	0	13%	4%	4.1µM*	23%	10%	i	0%
CC(OC(=O)c1cccs1)C(=O)NCC1CCCO1 (stereo unspecified)	-10%	8	5%	21%	-2%	14%	-5%	i	3%
CCCCC(=O)Nc1cc(OCC)c(NC(=O)c2ccccc2[N+](=O)[O-])cc1OCC	4%	-1	0%	-2%	1%	-3%	1%	i	-1%
Oc1c(C(c2ccccc2F)N2CCOCC2)sc2nc(-c3ccco3)nn12 (stereo unspecified)	8%	.	.	9%	.	.	1%	i	.
CCCCOc1cccc(NC(=O)CSc2nccn2C)c1	9%	-20	13%	7%	-10%	11%	-6%	i	-6%
Cc1cccc(NC(=O)c2cccc(N3C(=O)C4CCC(C)CC4C3=O)c2)c1C (stereo unspecified)	0%	4	-5%	.	1%	-1%	-31%	i	12%
Cc1c(C(=O)Nc2ccc(Nc3ccccc3)cc2)cccc1[N+](=O)[O-]	.	?	-17%	-29%	26%	-19%	-41%	i	21%
CCOC(=O)c1sc2nc3c(SCCC#N)cc(C(=O)c4cc(F)ccc4O)cn3c(=O)c2c1C	-5%	2	3%	0%	19%	7%	-12%	i	18%
Cc1ccc(C)c(S(=O)(=O)Nc2ccc(C(=O)NCCCN3CCCC3=O)cc2)c1	1%	3	-3%	-2%	-5%	-4%	0%	i	10%
CCc1nc(CNC(=O)c2cc(OC)c(OC)c(OC)c2)no1	4%	11	26%	9%	-1%	13%	8%	i	2%
